Bioassay records from PubChem.
hgDAF-12 ag: agonists of H. glycines DAF-12 nuclear receptor; HEK293 GAL4-hgDAF12 UAS-luciferase reporter, agonist luminescence; normalized to butyrate control; 370,000 tested, 1.8% active; activation, % at 6.8 µM;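 active = activation above a cutoff set at the mean of all screened compounds plus 3 SD, cut at about 10% in these data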;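 note: 0% = DMSO wells and 100% = sodium butyrate wells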
FXN GAA850 act: increases GAA850 frataxin promoter reporter activity; HEK293 lucGAA850 FXN promoter luciferase reporter, 24 h; percent of 10 µM SAHA response; activation, % at 6 µM; 360,000 tested, 0.56% active; AID 540364;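 active = activation above the average of all compounds screened plus 3 SD, cutoff fixed separately per campaign, cut at about 7.5% in these data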;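 note: 0% = DMSO wells and 100% = 10 µM SAHA wells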
NPR2 activator: GC-B (human) receptor activation. 370,000 tested, 0.11% active. HEK293-GC-B cells, CNP EC30, cGMP TR-FRET; 0% at EC30 CNP, 100% saturating CNP. activation, % at 10 µM. P20594. AID 1920062;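 active = activation at 10 µM reaching about 35% in either raw or pattern-adjusted values, limit read from the data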
Target sequence (P20594 whole entry, looked up): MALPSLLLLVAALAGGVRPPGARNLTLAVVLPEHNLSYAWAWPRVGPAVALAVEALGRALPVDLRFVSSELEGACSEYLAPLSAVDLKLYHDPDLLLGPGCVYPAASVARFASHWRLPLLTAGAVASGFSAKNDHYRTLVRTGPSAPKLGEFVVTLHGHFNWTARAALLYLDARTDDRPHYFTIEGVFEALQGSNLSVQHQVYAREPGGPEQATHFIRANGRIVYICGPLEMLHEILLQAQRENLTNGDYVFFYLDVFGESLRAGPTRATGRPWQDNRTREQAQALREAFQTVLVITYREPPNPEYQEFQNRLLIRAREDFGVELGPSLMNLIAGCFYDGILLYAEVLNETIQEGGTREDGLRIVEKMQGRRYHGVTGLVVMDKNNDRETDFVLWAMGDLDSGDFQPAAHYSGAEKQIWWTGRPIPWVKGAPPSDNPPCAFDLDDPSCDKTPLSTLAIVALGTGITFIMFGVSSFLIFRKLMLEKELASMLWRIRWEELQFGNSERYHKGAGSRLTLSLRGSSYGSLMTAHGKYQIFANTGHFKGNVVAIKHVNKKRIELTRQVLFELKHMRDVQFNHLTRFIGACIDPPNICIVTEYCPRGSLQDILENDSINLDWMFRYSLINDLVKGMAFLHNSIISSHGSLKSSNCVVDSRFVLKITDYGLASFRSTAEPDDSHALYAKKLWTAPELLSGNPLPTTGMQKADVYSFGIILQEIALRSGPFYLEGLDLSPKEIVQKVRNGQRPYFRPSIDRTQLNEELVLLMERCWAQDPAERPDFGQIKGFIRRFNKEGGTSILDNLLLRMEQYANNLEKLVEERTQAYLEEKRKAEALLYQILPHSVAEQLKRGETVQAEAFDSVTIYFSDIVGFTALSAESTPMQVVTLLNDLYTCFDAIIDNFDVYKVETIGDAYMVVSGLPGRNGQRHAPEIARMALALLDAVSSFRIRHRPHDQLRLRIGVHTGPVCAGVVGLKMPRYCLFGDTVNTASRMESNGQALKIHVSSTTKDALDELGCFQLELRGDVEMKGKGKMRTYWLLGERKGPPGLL
hcDAF12 agonist: H. contortus DAF-12 activation, primary screen; HEK293 hcDAF-12 lit1-tk-luc reporter, luminescence; 0% DMSO, 100% Δ7-dafachronic acid; activation, % at 6.8 µM; 370,000 tested, 1.4% active;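 active = activation above the mean of all tested compounds plus 3 SD, cut at about 5.5% in these data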;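 note: 100% = response to 3 µM Δ7-dafachronic acid high control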
NPR1 activator: GC-A (human) enzyme activation. P16066. HEK293 GC-A cells, cGMP TR-FRET, EC30 ANP; 0% at EC30 ANP, 100% saturating ANP. activation, % at 10 µM. 370,000 tested, 0.14% active; in the data active = activation above about 40%
ssDAF12 agonist: activates DAF-12 receptor from parasite S. stercoralis. activation, % at 6.8 µM. 370,000 tested, 1% active. HEK293 ssDAF-12/GRIP1 lit1-tk-luc reporter, luminescence; % of 3 µM dafachronic acid response. AID 652126;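 active = activation above the mean over all tested compounds plus 3 SD, cut at about 0.9% in these data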;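 note: 0% = DMSO-only wells and 100% = 3 µM delta7-dafachronic acid wells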
KLK7 zymogen act: activates the human kallikrein-7 zymogen | activation, % at 7 µM | purified proKLK7, EDANS-DABCYL substrate fluorescence; 100% is mature enzyme control, 0% vehicle | P49862 | AID 652039 | 370,000 tested, 0.9% active;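 active = activation above the mean of all tested compounds plus 3 SD, computed per campaign excluding outliers beyond control limits, cut at about 13% in these data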
DAX1 inh-1: NR0B1 (DAX1) inhibition; HEK293 Gal4-DAX1 luciferase reporter, luminescence; 340,000 tested, 0.99% active; AID 504766; inhibition, % at 6.75 µM; P51843;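 active = inhibition above the mean over all tested compounds plus 3 SD, cut at about 4.2% in these data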;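 note: 0% = DAX1-transfected cells with DMSO and 100% = empty-vector control cells with DMSO; inhibition shows as a rise in luminescence from relieved DAX1 repression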
SMARCA2 act: activators of SMARCA2 function; MG213 cells, MMTV-luciferase reporter, dexamethasone, overnight; activation, % at 9.1 µM; 370,000 tested, 1% active; in the data active = activation above about 7.8%;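 note: 0% = vehicle wells and 100% = reference activator wells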
sPLA2-III inh: Inhibits HGIII-sPLA2 liposome hydrolysis, primary screen; QFRET BODIPY PC-A2 liposome hydrolysis, fluorescence; inhibition, % at 12.2 µM; 370,000 tested, 0.56% active; AID 743126;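 active = inhibition above mean plus 3 SD of compounds lying within the high and low control bounds, cut at about 19% in these data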;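 note: 0% = median of test compound wells and 100% = no enzyme DMSO wells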
DAX1 inh-2: inhibitors of DAX1 repression of SF-1 activated StAR promoter; HEK293T StAR-luciferase reporter, SF-1/DAX-1 repression relief; inhibition, % at 6.8 µM; 370,000 tested, 1.1% active; AID 652010;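 active = inhibition above the mean over all tested compounds plus 3 SD, cut at about 3.6% in these data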;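 note: 0% = DAX-1 cells with DMSO and 100% = cells lacking DAX-1 with DMSO; higher inhibition means more luminescence from relief of DAX-1 repression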
* = called active by the depositor; . = not tested or not shown. Hits appear at their usual frequency. Share with any hit: about 6.7%.

Below each SMILES – hgDAF-12 ag, FXN GAA850 act, NPR2 activator, hcDAF12 agonist, NPR1 activator, ssDAF12 agonist, KLK7 zymogen act, DAX1 inh-1, SMARCA2 act, sPLA2-III inh, DAX1 inh-2
[1] O=C(N/N=C(\CC(=O)c1cccs1)C(F)(F)F)c1ccncc1
 : -0.1, -4.5, 5, -1.0, 2, -1.4, 1.6, ., 1, -8, -0.2
[2] COc1ccc(/C=C/C(=O)NC(=S)Nc2ccc(S(N)(=O)=O)cc2)cc1
 : -1.5, -1.6, 2, 0.1, -1, -1.2, -0.8, -2.1, -1, -4, 0.7
[3] COc1ccc(C(=O)CN2C(=O)C(C)(C)Oc3ccc(C(=O)N4CCCCCC4)cc32)cc1
 : -2.8, 0.9, 3, -1.1, 0, -1.2, 0.6, -1.7, -2, -12, 0.2
[4] CNC(=O)c1cc2c(cn1)[nH]c1ccccc12
 : 6.2, 2.0, -1, 1.4, 2, -0.1, 32*, 0.6, 0, 17, 3.7*
[5] O=C(NN=C1CCCC1)c1ccc(O)cc1O
 : 6.5, 2.4, 5, 1.5, 1, -0.8, -0.9, -0.2, 1, 1, 2.7
[6] O=C(/C=C/c1ccco1)OCC(=O)N1CCCCC1
 : 3.1, 5.0, 1, 2.0, 1, -0.3, 0.3, 1.0, 1, 7, 1.5
[7] Cc1ccc(NC2OC(C(O)CO)C(O)C2O)cc1[N+](=O)[O-] (stereo unspecified)
 : -0.1, 1.4, -7, -0.8, 2, -1.4, 0.0, 0.4, 1, 4, 0.1
[8] COc1ccc(Cc2nc3ccc(C(=O)N(C)C(C)c4ccon4)cc3o2)cc1 (stereo unspecified)
 : 2.6, 3.2, -5, -0.9, 2, -0.3, 0.2, 0.9, 0, -15, -1.8
[9] COc1ccccc1-c1nnc(SCC(=O)N2CC(C)CC(C)C2)o1 (stereo unspecified)
 : -1.1, 3.3, 7, 3.4, 1, -0.3, -0.2, 0.2, 0, 6, -0.6
[10] CC1CCCCC12NC(=O)N(CC(=O)Nc1ccc3c(c1)OCCCO3)C2=O (stereo unspecified)
 : -3.1, 0.3, 1, -0.3, 1, -0.8, 0.3, -0.1, -3, 6, -3.1
[11] COc1ccc(S(=O)(=O)N2CCN(c3cnccn3)CC2)cc1
 : 5.3, 2.3, 3, -0.9, -7, -1.3, 1.4, 0.0, -5, 2, -0.2
[12] Cc1ccccc1NC(=O)N1CCN(S(=O)(=O)c2ccccc2)CC1
 : -1.9, 2.5, 3, -0.7, -1, -0.9, -0.4, -0.2, 2, 3, -0.6
[13] COC(=O)COc1ccc(-c2nccc(-c3ccc(Br)cc3)n2)cc1
 : -2.1, -1.4, 5, 0.1, 7, -1.0, -0.2, 0.1, -3, 17, -0.2
[14] COc1ccc(NC(=O)CCS(=O)(=O)c2cc3c(cc2C)NC(=O)CO3)cc1
 : 3.2, -2.5, 7, -0.4, 0, -0.6, -0.1, 1.3, -2, 6, 1.3
[15] COC(=O)c1ccc(COc2ccc(-c3nnn(CC(=O)NC(C)(C)C)n3)cc2)cc1
 : -0.9, 1.4, -1, -0.2, 6, -2.0, -0.8, 0.5, -4, 10, -0.5
[16] Oc1oc(-c2ccccc2Br)nc1C=Nc1ccc(Br)cn1
 : -0.9, -0.3, -10, -1.0, -1, -1.1, 0.0, 0.1, 2, 0, 0.2
[17] O=C(Cc1ccc(S(=O)(=O)N2CCOCC2)s1)NCCOc1ccccc1F
 : 0.8, 1.4, 3, 3.2, 4, 0.0, -0.7, 1.1, -1, -15, -0.5
[18] O=C(c1ccccc1Oc1ccccc1)N1CCN(c2ccccc2)CC1
 : -0.3, 2.8, -1, -1.8, -3, -1.3, 0.2, 0.9, 0, -5, -0.6
[19] N/C(=N\OC(=O)CCC1CCCC1)c1ccc(Br)cc1
 : 1.3, 0.3, -2, -0.8, 2, -0.9, -0.3, -0.1, 0, 1, 0.3
[20] O=C(CSc1nnc(COc2ccc(Cl)cc2)n1Cc1ccco1)Nc1cccc2ccccc12
 : 1.4, ., -4, -2.9, -6, -1.2, 0.1, ., -4, -31, -1.9

Continuation:
Below each SMILES – hgDAF-12 ag, FXN GAA850 act, NPR2 activator, hcDAF12 agonist, NPR1 activator, ssDAF12 agonist, KLK7 zymogen act, DAX1 inh-1, SMARCA2 act, sPLA2-III inh, DAX1 inh-2
[21] CCOC(=O)c1cc(NC(=O)c2cnccn2)cc(C(=O)OCC)c1
 : 1.1, 0.9, 0, -1.3, 4, -1.7, -0.5, 1.1, -3, 2, -0.2
[22] COc1cccc(NC(=O)COC(=O)COc2ccccc2[N+](=O)[O-])c1
 : 0.9, 2.9, -3, 4.1, 0, -0.8, -0.7, -0.2, -2, 14, 0.6
[23] CSc1cccc(NC(=O)c2cc(S(=O)(=O)N3CCCC3)cn2C)c1
 : 0.5, 1.8, 0, -1.4, 1, -1.1, 0.3, 0.5, -4, -5, 1.7
[24] C[C@@H]1CN([C@@H](C)CO)C(=O)CCCn2nncc2CO[C@H]1CN(C)C(=O)CCC(F)(F)F
 : 0.9, -0.8, 7, -1.8, 2, -0.2, 0.6, 0.1, 0, -1, -0.5
[25] COC(=O)[C@H](CCSC)NC(=O)c1cc2c(cn1)[nH]c1ccccc12
 : -0.6, 1.3, 3, -1.4, 9, -0.8, 8.2, -1.8, -2, 2, -0.1
[26] CCc1nc2ccc(C(=O)NCCOc3ccc(OC)cc3)cn2c1N(C)Cc1nccn1C
 : 2.7, -1.1, 3, 2.0, -1, -1.5, 0.0, ., -3, 3, -0.7
[27] COc1cccc(CNC(=O)COC(=O)c2cc(Br)c(Br)s2)c1
 : 1.6, 0.2, -1, -1.1, -2, -1.3, -0.7, 0.2, -1, -4, 0.4
[28] COc1ccc(Oc2nnc(-c3ccccc3)cc2C#N)cc1
 : 0.4, 1.9, -7, -0.8, -2, -1.2, 0.4, -0.5, 1, 0, -0.5
[29] CCOc1ccc(N(CC(=O)Nc2cccc(OC)c2)S(=O)(=O)c2c(C)noc2C)cc1
 : 0.1, 0.5, -7, -0.8, 0, -1.4, 0.2, -1.6, -1, -15, -1.2
[30] O=S(=O)(c1cccc(F)c1)N1CCN(c2ncnc3scc(-c4ccc(F)cc4)c23)CC1
 : -0.6, -2.6, 0, -0.4, -6, -0.9, 0.0, -0.2, -1, 4, 0.3
[31] COc1ccc(-n2nc(C)c3onc(C)c3c2=O)cc1
 : -1.4, -0.4, -5, -1.1, 1, -1.4, 0.5, ., 2, 0, 0.5
[32] O=C(c1ccco1)N1CCN(c2nc(-c3ccc(F)cc3)cs2)CC1
 : 0.1, 1.7, -5, -2.1, 0, -0.9, 0.1, -0.3, -2, 1, -0.2
[33] COC(=O)c1ccc(OCc2cc(=O)n3ccsc3n2)cc1
 : 3.3, 3.1, -2, -0.2, 2, -1.1, -0.2, 0.3, 1, -5, 0.7
[34] O=C1CC(N2CCN(C/C=C/c3ccccc3)CC2)C(=O)N1Cc1cccs1 (stereo unspecified)
 : 1.7, -0.6, 2, -1.4, 5, -0.6, 0.0, -0.3, 0, -6, 0.6
[35] COc1ccc(N(C(=O)CNC(=O)c2ccco2)C(C(=O)NCC2CCCO2)c2ccccc2)cc1OC (stereo unspecified)
 : -1.6, 1.1, 0, -1.8, 2, -0.8, -0.1, -0.9, -2, -1, 0.1
[36] CCN(C(=O)c1cc(Cl)ccc1OC)c1ccccc1
 : 0.9, 0.3, -13, 3.1, -21, -1.1, -0.2, 1.4, -6, 10, -0.9
[37] Cc1ccc2nc3c(nc2c1C)CCCC3
 : -0.4, 1.0, -2, -0.5, 3, -1.0, -0.5, -0.6, 2, -3, 0.0
[38] CCC(=O)N(Cc1ccco1)Cc1cc2cccc(C)c2n2nnnc12
 : 1.0, 0.0, 2, -1.4, -1, -0.8, -0.6, 1.8, -2, 4, 0.7
[39] O=C(NCc1ccco1)C1CCN(S(=O)(=O)c2ccccc2C(F)(F)F)CC1
 : 0.6, -0.5, 3, -0.8, -3, -1.0, 0.3, 0.1, 0, 11, -0.7
[40] Cc1ccccc1CNC(=O)C(=O)NCC1OCCCN1S(=O)(=O)c1cccs1 (stereo unspecified)
 : 0.0, -0.5, 0, 1.7, -4, -1.2, -0.2, -0.1, -4, -6, -0.3

The listing continues:
Below each SMILES – hgDAF-12 ag, FXN GAA850 act, NPR2 activator, hcDAF12 agonist, NPR1 activator, ssDAF12 agonist, KLK7 zymogen act, DAX1 inh-1, SMARCA2 act, sPLA2-III inh, DAX1 inh-2
[41] CCOc1ccccc1CNc1ccc(O)cc1
 : 0.2, 2.2, -6, -1.1, -3, -1.8, 0.1, -0.7, -3, -7, -0.4
[42] C[C@H](CO)N1C[C@H](C)[C@@H](CN(C)Cc2ccc(-c3ccccc3)cc2)Oc2ncc(C#C[C@@H](C)O)cc2C1=O
 : 1.3, 1.0, 7, 0.0, -1, -1.2, -0.2, 0.2, -6, -39, 1.4
[43] CCN1CCN(CCOc2ccc(Cl)cc2)CC1
 : -2.6, 0.4, -1, -0.9, 0, -0.8, 0.4, 0.5, -2, 1, 0.5
[44] CC(=O)Nc1ccc(S(=O)(=O)N(C)CC(=O)OC(C)C(=O)N(C)C2CCCCC2)cc1 (stereo unspecified)
 : 1.6, 1.1, 11, -1.7, 0, -0.8, 0.1, -0.6, -2, 3, 0.5
[45] Cc1ccc(/C=N/NC(=O)Cn2nc(C)c(Br)c2C)o1
 : 0.0, -0.7, 3, 0.3, 3, -1.5, 0.0, 0.9, -5, 3, 0.8
[46] CN(C)c1ccc(CNC(=O)CCS(=O)(=O)c2ccc3c(c2)oc(=O)n3C)cc1
 : -2.5, 1.1, 1, -1.0, 1, -1.1, 0.4, 0.0, 2, 6, 0.1
[47] [O-]/C(=C(\C(=S)Nc1ccc(SC(F)F)cc1)[n+]1ccccc1)c1ccc(Cl)cc1Cl
 : 5.7, -1.4, -7, 2.0, 0, -1.0, 0.9, -0.9, 1, 1, -0.9
[48] CC(=O)Nc1cccc(OCC(=O)NC(C)c2ccc3ccccc3c2)c1 (stereo unspecified)
 : -1.1, 0.2, 1, -1.5, -3, -0.9, 0.0, 0.3, -4, -5, -0.3
[49] COc1ccc(C(=O)NC2CCSc3ccccc32)cc1 (stereo unspecified)
 : 0.2, 2.1, 0, 0.9, 2, 0.1, 0.5, 0.2, 0, 2, -0.1
[50] Cc1oc(-c2ccccc2)nc1CS(=O)CC(=O)NC1CCCC1 (stereo unspecified)
 : -2.0, 0.1, -2, -0.4, 1, -0.7, 0.0, -0.7, -3, -4, 0.3
